KB-3-1 cytotox – KB-3-1 parental cell cytotoxicity; KB-3-1 viability, CellTiter-Glo ATP luminescence, 72 h; Potency, µM (highest dose often 46.1 µM), for inactives: top-dose activity change, negative = cytotoxic, hits mostly cytotoxic; 400,000 compounds, 1.4% hits; AID 1347075; also: potency is read from the fitted curve at half-maximal effect; % is scaled to controls: 0 for no effect and ±100 for the full control effect; nearly all actives have a fitted effect of over 60% in size
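Cytotoxicity measured as CellTiter-Glo luminescence after 72 h at 37 C. Compound titrations were pinned onto drug-naive KB-3-1 parental adenocarcinoma cells grown in DMEM with 10% FBS, and normalized data fitted to concentration-response curves.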
SW480 rereplic – induces DNA re-replication in SW480 colon adenocarcinoma cells; SW480 DNA re-replication, Hoechst DNA content imaging, 48 h; Potency, µM (doses to about 46.1 µM), for the others: at the top dose re-replication activation, hits mostly activators; 340,000 compounds, 1.8% hits; AID 624297; also: potency is read from the fitted curve at half-maximal effect; % of control where 0% means no effect; nearly all actives have a fitted effect of over 55% in size
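Readout is total intensity of Hoechst-stained nuclei, excited at 405 nm and collected at 500-530 nm. Compound treatment lasted 48 hr at 37 C in 5% CO2 before staining.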
ATXN2 expr inh – inhibitors of ATXN2 expression; HEK-293 ATXN2-luciferase reporter, luminescence, 24 h; Potency, µM (titrated, usually from 57 µM), without a hit: top-dose activity change, negative = inhibition, usual class: inhibitors; 360,000 compounds, 0.72% hits; AID 1745845; also: potency is read from the fitted curve at half-maximal effect; % is scaled to controls: 0 for no effect and ±100 for the full control effect; nearly all actives have a fitted effect of over 55% in size
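ATXN2-luciferase reporter cells (luciferase flanked by upstream and downstream ATXN2 gene portions) were treated 24 h at 37 °C with compounds at up to 57 uM. SteadyGlo luminescence gave expression; GF-AFC fluorescence gave viability.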
HT1080-NT tox – kills 2HG-producing HT-1080-NT fibrosarcoma cells. HT-1080-NT fibrosarcoma viability, CellTiter-Glo ATP luminescence, 48 h. Potency, µM (series often up to 46.1 µM), without a hit: at the highest dose activity, negative = less viability, hits mostly cytotoxic. 360,000 compounds, 1.6% hits;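 also: NT is the 2HG producing partner of a matched IDH1 knockdown line; potency is read from the fitted curve at half-maximal effect; 0% = DMSO-treated cells and -100% = media-only wells without cells; nearly all actives have a fitted effect of over 55% in size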
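Viability by CellTiter-Glo luminescence after 48 h compound exposure at 37C of HT-1080-NT cells (750/well, RPMI, 5% FBS). % activity scaled between DMSO wells and medium-only wells, then curve-fitted and categorized by curve class.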
HT1080 IDH1KD tx – HT-1080 IDH1 knockdown cell toxicity (counter line) | AID 686971 | Potency, µM (series often up to 46.1 µM), without a hit: at the top dose activity, negative = toxicity, usual class: cytotoxic | 360,000 compounds, 2% hits | HT-1080 IDH1 knockdown viability, ATP luminescence, 48 h;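 also: potency is read from the fitted curve at half-maximal effect; 0% = DMSO wells and -100% = cell-free medium wells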
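HT-1080-IDH1KD cells (IDH1 knocked down), 750/well in RPMI with 5% FBS, treated with compound 48 h at 37 degrees C. Viability by CellTiter-Glo luminescence, normalised to DMSO and no-cell wells; concentration-response curves classed.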
S2 tox – cell viability loss in ATXN counter-screen | 400,000 compounds, 0.49% hits | Potency, µM (top dose mostly 56.7 µM), actives largely listed as cytotoxic | S2 cells (HEK-293 line with an ATXN2-luciferase reporter) viability, CellTiter-Fluor protease fluorescence, 24 h; also: potency is read from the fitted curve at half-maximal effect; nearly all actives have a fitted effect of over 40% in size
HepG2 viability – kills HepG2 cells in TGF-b inhibitor counter-screen. Potency, µM (doses to about 46.1 µM), without a hit: top-dose activity change, negative = cytotoxicity, hits mostly cytotoxic. AID 588856. HepG2 CAGA-GFP viability, ATP luminescence, 18 h. 410,000 compounds, 0.76% hits; also: potency is read from the fitted curve at half-maximal effect; some results filed as inactive show a strong effect at the top dose
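HepG2 CAGA-GFP cells (1000/well, DMEM with 1% FBS) received compound, then TGF-beta at 500 pg/mL final, and were incubated 18 hours at 37 degrees C. Viability was read by CellTiter-Glo luminescence. Media-only wells were set as complete cell-killing and DMSO as no toxicity.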
MCF10A rerep – inducers of DNA re-replication in MCF 10A breast cells; 350,000 compounds, 2.9% hits; MCF 10A DNA re-replication, Hoechst nuclear intensity, 48 h; AID 624296; Potency, µM (titrated, usually from 46.1 µM), inactives show at the highest dose activity, positive = re-replication, hits mostly activators; also: potency is read from the fitted curve at half-maximal effect; % of control where 0% means no effect; nearly all actives have a fitted effect of over 50% in size
IL-1B inflam inh – inhibitors of inflammasome signaling (IL-1 beta secretion); THP-1 LPS/ATP IL-1B secretion, AlphaLISA, 16 h; stronger effect = lower value; activity change, % at 57.5 µM; 360,000 compounds, 4.7% hits; in the data active = activity change below about -50%; inconclusive = mostly about -30% to -49%; also: % is scaled to controls: 0 for no effect and ±100 for the full control effect
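THP-1 cells pretreated 1 hr with compounds (up to 57.5 uM final), then stimulated with LPS (250 ng/mL final) plus ATP (1.25 mM final); secreted IL-1B measured by AlphaLISA after 16 hr, decreased signal indicating inhibition.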
Numbers without * were called inactive; i = inactive; ? = inconclusive; · = no result given; & = joins results of further samples; [ ] = dose if it differs, or a comment. Unless noted, calls follow the shape of the dose curve; as a rule, active = well fitted curve in the direction sought with a large enough effect; inconclusive = small, poorly fitted or top-dose-only effect, or another doubt; inactive = no such curve, though single readings can be large; an effect the other way counts as inactive or inconclusive.

SMILES | KB-3-1 cytotox | SW480 rereplic | ATXN2 expr inh | HT1080-NT tox | HT1080 IDH1KD tx | S2 tox | HepG2 viability | MCF10A rerep | IL-1B inflam inh
CN(CC(=O)NCCc1ccc(S(N)(=O)=O)cc1)S(=O)(=O)c1ccc(Br)s1 | 10% | 1% | -10% | -1% | 4% | i | -5% | ? | 3
CN1C(=O)Cc2cc(S(=O)(=O)NCc3c(F)cccc3Cl)ccc21 | -3% | -4% | -8% | -22% | 5% | i | -8% | 11% | 2
CCOCCCN(Cc1cc2cc(C)cc(C)c2[nH]c1=O)C(=O)N(CC)CC | -6% | -2% | 1% | 5% | 8% | ? | -15% | 1% | 22
Cc1csc(CNc2ncnc3ccc(-c4ccoc4)cc23)c1 | 1% | -7% | 12% | · | · | i | -7% | ? | ·
Cn1ccc2c(-c3ccccc3F)cc3c(c21)C1CCC3C1 (stereo unspecified) | 0% | · | -6% | 6% | 5% | i | -51% | · | 4
CCOC(=O)Cc1nnc(NC(=O)COc2ccc(OC)cc2)s1 | 0% | 1% | 0% | 0% | -5% | i | -25% | 0% | 21
Cc1[nH]c2ccccc2c1C(c1ccccn1)N1CCC(C(N)=O)CC1 (stereo unspecified) | ? | 2%[9.22 µM] | 47%[activator] | -4% | -17% | i | -59% | ? | -17
CC(C)n1nnnc1C1c2ccccc2C(=O)N1Cc1ccco1 (stereo unspecified) | 16% | · | 5% | 0% | 8% | i | · | · | 0
O=C(Cn1c(=O)cnc2ccccc21)Nc1cc(Cl)ccc1N1CCOCC1 | -2% | ? | -3% | -10% | -11% | i | -4% | 1% | -15
Cc1cccc(C)c1NC(=O)Cn1c(=O)n(Cc2ccc(C(=O)NCc3ccco3)cc2)c(=O)c2sccc21 | ? | · | ? | · | · | ? | -67% | · | ·
CC(C)CCNC(=O)CN(Cc1ccccc1)C(=O)CCC(=O)Nc1ccccn1 | 16% | -2% | -9% | 14% | 13% | i | 2% | ? | 12
COc1cc(-c2nnco2)cc(OC)c1OC | 27% | -1% | 11% | 11% | 11% | i | -8% | 0% | 5
CN(C)c1ccc(C(=O)/C=C/c2ccccc2)cc1 | ? | ? | 0% | -3% | ? | i | -23% | ? | -102*
COc1ccccc1N1CCN(CC(=O)c2c(C)n(C)c3ccccc23)CC1 | -8% | 16% | -15% | -6% | -33% | i | -29% | 0% | -2
CCc1ccc([C@H]2C(C(=O)O)=C[C@@H](CC)N2S(=O)(=O)c2ccc(C)cc2)cc1 | -27% | ? | -8% | -6% | 0% | i | -26% | -5% | 3
Cc1ccc(C)c(CSc2nc3ccncc3n2CC(=O)Nc2ccc(N(C)C)cc2)c1 | 6% | · | 1% | · | · | i | -33% | · | ·
CCn1c(SCC(N)=O)nnc1-c1ccc(S(=O)(=O)N2CCN(C)CC2)cc1 | 4% | -6% | 2% | -3% | -1% | i | 3% | 19% | -3
CCOC(=O)C1=C(CN2CCC(C)CC2)NC(=O)NC1c1ccc(Cl)cc1 (stereo unspecified) | -15% | -1% | -13% | 5% | 6% | i | -11% | 10% | -14
O=S(=O)(c1cccc(C(F)(F)F)c1)N1CCC(CO)(CCCc2ccccc2)CC1 | -9% | ? | -12% | 4% | 4% | i | -24% | ? | 46
COc1cc(NC(=O)c2ccc3snnc3c2)cc(OC)c1 | ? | -5% | 19% | -19% | -24% | i | -2% | 0% | ?

The closing seven records of the part before lead into the next:
SMILES | KB-3-1 cytotox | SW480 rereplic | ATXN2 expr inh | HT1080-NT tox | HT1080 IDH1KD tx | S2 tox | HepG2 viability | MCF10A rerep | IL-1B inflam inh
COc1ccccc1N1CCN(CC(=O)c2c(C)n(C)c3ccccc23)CC1 | -8% | 16% | -15% | -6% | -33% | i | -29% | 0% | -2
CCc1ccc([C@H]2C(C(=O)O)=C[C@@H](CC)N2S(=O)(=O)c2ccc(C)cc2)cc1 | -27% | ? | -8% | -6% | 0% | i | -26% | -5% | 3
Cc1ccc(C)c(CSc2nc3ccncc3n2CC(=O)Nc2ccc(N(C)C)cc2)c1 | 6% | · | 1% | · | · | i | -33% | · | ·
CCn1c(SCC(N)=O)nnc1-c1ccc(S(=O)(=O)N2CCN(C)CC2)cc1 | 4% | -6% | 2% | -3% | -1% | i | 3% | 19% | -3
CCOC(=O)C1=C(CN2CCC(C)CC2)NC(=O)NC1c1ccc(Cl)cc1 (stereo unspecified) | -15% | -1% | -13% | 5% | 6% | i | -11% | 10% | -14
O=S(=O)(c1cccc(C(F)(F)F)c1)N1CCC(CO)(CCCc2ccccc2)CC1 | -9% | ? | -12% | 4% | 4% | i | -24% | ? | 46
COc1cc(NC(=O)c2ccc3snnc3c2)cc(OC)c1 | ? | -5% | 19% | -19% | -24% | i | -2% | 0% | ?
CCOC(=O)c1ccc(N=NN(C)C)cc1 | -2% | 0% | 61%[activator] | 22% | 3% | i | -142% | ? | -20
CCN(CC)CCn1c2c(c(SCC(=O)Nc3ccc(F)c(F)c3)nc1=O)CCC2 | 9% | -6% | -8% | -4% | -1% | i | -17% | 6% | -66*
Cc1ccc(S(=O)(=O)N(C)c2ccc(OCC(=O)NC3=NCCS3)cc2)cc1 | 5% | -7% | · | 12% | 9% | i | 6% | -1% | 23
Cc1ccc(Nc2ncnc3nc[nH]c23)cc1Cl | 24% | -6% | 69%[activator] | 16% | 0% | i | -36% | 22% | -10
N/C(CC(=O)Nc1ccc(F)cc1F)=N\OC(=O)c1cccs1 | 5% | 4% | 5% | -6% | 2% | i | 7% | 1% | -2
CN=C(Cc1ccccc1)C1=C(O)CC(C)(C)CC1=O | 21% | -3% | -25% | 11% | 7% | i | -2% | -1% | -13
CCn1c(SCC(=O)N2CCc3ccccc32)nnc1-c1ccco1 | -9% | ? | -10% | 8% | 13% | i | -17% | 3% | -2
CCCCC[C@@H]1C=C(C(=O)O)[C@H](c2cccc(C)c2)N1S(=O)(=O)c1ccc(C)cc1 | 2% | -1%[9.22 µM] | -3% | -11% | -11% | i | -12% | -60%[inhibitor] | 12
CCN(CC)C(=O)[C@H]1C[C@H](CC(=O)NCc2ccco2)C(=O)N2CCc3c([nH]c4cc(CCC(=O)N(C)C)ccc34)[C@]12C | 0% | -61%[inhibitor] | 7% | 10% | 9% | i | -1% | 3% | -8
Cc1cccc(NC(=O)CN2C(=O)NC3(CCCCCCC3)C2=O)c1C | 0% | -5% | -8% | -4% | -13% | i | -28% | -2% | 6
COc1ccc(CNC(=O)CC23CC4CC(CC(C4)C2)C3)cc1OC | -1% | -69%[inhibitor] | -5% | 1% | -1% | i | -5% | -7% | 23
Cc1nn(-c2ccccc2)c(C)c1C(=O)Oc1ccccc1 | -1% | -7% | 20% | -3% | 0% | · | 27% | -6% | -17
CS(=O)(=O)N(CC(=O)NCC1CCCO1)c1ccc(F)c(Cl)c1 (stereo unspecified) | 5% | -4% | -9% | 11% | 11% | i | 16% | -3% | 3
Cc1nnc(NC(=O)C2CCCCC2)s1 | 8% | -25% | 0% | -6% | -2% | i | 8% | -179%[0.0737 µM] | 26
NC(=O)C1CCN(CCS(=O)(=O)c2ccc(Cl)cc2)CC1 | 3% | 18µM* | · | -1% | -9% | ? | 6% | ? | -29
Oc1c(Br)cc(/C=N/n2c(-c3ccccc3)n[nH]c2=S)c(O)c1Br | 4% | ? | · | -9% | -5% | i | -6% | 3% | 59
Cc1ccc(OCC(=O)NCCNC(=O)c2cccnc2)cc1C | 4% | -20% | 0% | -11% | -5% | i | -3% | -3% | 14
Fc1ccc(-c2csc3ncnc(N4CCc5ccccc5C4)c23)cc1 | -10% | 17% | -15% | -5% | -13% | ? | -30% | 10µM* | -1
Cc1cc2oc(C(=O)NCc3ccc4c(c3)OCO4)c(C)c2cc1C | 2% | -4% | -4% | -1% | -5% | i | -20% | ? | 33
CCn1c(SCC(=O)N/N=C/C=C\c2ccco2)nc2ccccc21 | -1% | 29% | -9% | -1% | -15% | i | -6% | ? | 15
COc1ccc(N2CCN(C(=O)COC(=O)Cc3c(F)cccc3Cl)CC2)cc1 | 1% | -2% | -8% | 6% | 1% | i | -24% | -1% | 11
COc1ccccc1NS(=O)(=O)c1cccc(C(=O)NN=C2CCCC2)c1 | 7% | -3% | 2% | 0% | -6% | i | 5% | -23% | 43
CCCc1ccc(OCC(O)CN2CCCC2)cc1 (stereo unspecified) | 16% | -2% | -14% | -18% | -19% | i | -13% | 15µM* | 12
Cc1ccc(N2CCN(S(=O)(=O)c3ccc(-n4cnnn4)cc3)CC2)c(C)c1 | -2% | -1% | 1% | 14% | 23% | i | -7%&-21% | 10% | 12
COc1ccc(NC(=O)C/C(C)=N/NC(=O)c2cnccn2)cc1 | 5% | -5% | 5% | 11% | 4% | i | 7% | -6% | 9
CCNC(=O)C1(C)CCCN(C(=O)c2ccc(C(F)(F)F)nc2C)C1 (stereo unspecified) | 0% | · | 3% | 24% | 22% | i | -10% | · | -5
Cc1ccc(CNC(=O)CCCn2c(=O)c3ccccc3n(CC(=O)Nc3ccc(C)cc3)c2=O)cc1 | 7% | · | 2% | · | · | i | 0% | · | ·
COc1ccc(CCNC(=O)C2CC(c3ccc(C(F)(F)F)cc3)=NO2)cc1 (stereo unspecified) | 11% | -8% | 0% | 11% | 6% | i | -22% | -6% | 5
CC(=O)c1ccc(-c2cnc3c(NC=O)cc(-c4ccc(C(=O)N5CCOCC5)cc4)cn23)cc1 | ? | · | -26% | ? | ? | i | -5% | · | 0
